Screens (PubChem)
Giardia killer = kills Giardia lamblia; Giardia lamblia trophozoite viability; AID 540267; activity change, % at 7.66 µM, hits read low; 340,000 compounds, 0.15% hits; in the data active means activity change below about -80%; inconclusive means between about -30% and that limit;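 further: parasites exposed to compound for two days anaerobically before the ATP read; on the % scale 0 is the no-effect control and ±100 the full control effect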
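Giardia trophozoites, 100 cells per well, were exposed to compounds for 48 hrs at 37 deg C under anaerobic conditions; viability was then read as ATP content by bioluminescence after 15-30 min at room temperature.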
KCNH2 WT inh = inhibitors of human wildtype KCNH2 potassium channel; U2OS, BacMam KCNH2, thallium flux FluxOr; active compounds read low; AID 720551; 340,000 compounds, 0.37% hits; activity change, % at 1.84 µM; Q12809;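 active means maximum activity change below -70%; inconclusive means maximum activity change between -70% and -50%; inactive means maximum activity change above -50%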; further: on the % scale 0 is the no-effect control and ±100 the full control effect
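U2OS cells transduced with wild-type KCNH2 virus are loaded with FluxOr dye for 45 min, and thallium flux is measured in kinetic reads before and after stimulation buffer. Rate constants are normalized to DMSO controls.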
Menin-MLL TR inh = displaces Texas Red mutant MLL peptide from human menin | Potency, µM (highest dose often 61.6 µM), without a hit: at the top dose FP activity change, negative = inhibition, hits mostly inhibitors | Menin + Texas Red MLL mutant peptide, fluorescence polarization | AID 1768 | 270,000 compounds, 0.23% hits; active means well fitted inhibition curve with a large enough effect in the polarisation, with a control signal flat, not every such curve was filed as active; inconclusive means small, poorly fitted or top-dose-only effect, or effect the other way, or a change in a side signal; inactive means no such curve, though single readings can be large or run the other way; the % refers to the polarisation; further: potency means the concentration at half of the fitted maximal effect; % of control where 0% means no effect; many of its hits are not listed in these tables
Target sequence (O00255 whole entry, looked up): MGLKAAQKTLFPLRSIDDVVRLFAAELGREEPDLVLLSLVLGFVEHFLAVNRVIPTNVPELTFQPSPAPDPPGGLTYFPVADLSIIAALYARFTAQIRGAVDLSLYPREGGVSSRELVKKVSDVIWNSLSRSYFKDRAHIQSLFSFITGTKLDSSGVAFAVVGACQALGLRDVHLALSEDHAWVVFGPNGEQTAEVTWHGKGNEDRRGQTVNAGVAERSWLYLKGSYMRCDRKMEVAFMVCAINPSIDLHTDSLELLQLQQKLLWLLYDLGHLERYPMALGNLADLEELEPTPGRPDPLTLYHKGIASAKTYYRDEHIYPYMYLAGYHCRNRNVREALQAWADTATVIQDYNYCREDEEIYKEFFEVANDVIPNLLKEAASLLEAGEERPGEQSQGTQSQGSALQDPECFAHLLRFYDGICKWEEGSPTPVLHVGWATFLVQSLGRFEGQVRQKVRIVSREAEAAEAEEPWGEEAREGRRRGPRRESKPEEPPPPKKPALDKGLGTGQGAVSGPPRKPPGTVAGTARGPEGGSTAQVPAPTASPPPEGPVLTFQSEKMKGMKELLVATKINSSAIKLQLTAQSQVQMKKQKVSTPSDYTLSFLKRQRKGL
CXXC DNA block = blocks binding of human MLL CXXC domain to DNA | 290,000 compounds, 0.037% hits | AID 2662 | Potency, µM (top dose mostly 115 µM), for inactives: at the highest dose activity change, negative = inhibition, hits mostly inhibitors | MLL-CXXC / FITC-HOXA9 DNA fluorescence polarization | Q03164; active means well fitted inhibition curve with a large enough effect in the polarisation, with a control signal flat, not every such curve was filed as active; inconclusive means small, poorly fitted or top-dose-only effect, or effect the other way, or a change in a side signal; inactive means no such curve, though single readings can be large or run the other way; the % refers to the polarisation; further: potency means the concentration at half of the fitted maximal effect
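Fluorescence polarization: 7 uM MLL-CXXC (stock) preincubated 5 min with compounds, then 50 nM fluorescein-HOX-A9 DNA (stock) added; 30 min ambient. Buffer 50 mM Tris-HCl pH 7.5, 50 mM NaCl, 1 mM DTT, 0.05% BSA.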
GALK inhibitor = inhibitors of human galactokinase; 270,000 compounds, 0.007% hits; P51570; Purified GALK, Kinase-Glo residual ATP luminescence; Potency, µM (series often up to 57.5 µM), without a hit: at the highest dose activity change, negative = inhibition, usual class: inhibitors; further: potency means the concentration at half of the fitted maximal effect; on the % scale 0 is the no-effect control and ±100 the full control effect
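5 nM enzyme, 35 uM ATP, 100 uM galactose, 20 mM HEPES pH8.0, 5 mM MgCl2; 1 h RT; residual ATP by Kinase-Glo Plus luminescence, qHTS format.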
USP2a inh = inhibitors of human ubiquitin-specific protease USP2a; O75604; 330,000 compounds, 0.01% hits; Potency, µM (doses to about 38.3 µM), for the others: at the highest dose activity change, negative = inhibition, actives largely listed as inhibitors; USP2 core, Ub-CHOP2 coupled fluorogenic reporter, 485/531;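 further: potency means the concentration at half of the fitted maximal effect; plate controls were DMSO wells for no effect and full inhibition by NEM control for full effect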
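Deubiquitinase activity read as fluorescence (485/531 nm) after Ub-CHOP2 cleavage activates the enterokinase reporter on its substrate; USP2 core 10nM, Ub-CHOP2 and substrate 25nM each, 30min compound preincubation then 60min RT; data normalized to NEM, curves fitted.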
TRPV1 ag = human TRPV1 agonism; Q8NER1; activation, % at 8.33 µM; TRPV1-expressing cells, Fluo-8 calcium influx, agonist mode; 320,000 compounds, 0.19% hits; in the data active means activation above about 80%; inconclusive means between about 30% and that limit; further: 0% is about no effect
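Fluo-8 calcium influx in TRPV1-expressing cells, kinetic read (ex 480/em 520 nm). Compound added and read 3 min for agonist activity, followed by capsaicin at EC20 final and 2 min further read for enhancement.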
B2AR arrestin = beta2AR (human) beta-arrestin recruitment activity; P07550; beta-arrestin recruitment to beta2AR, cell-based reporter; Potency, µM (series often up to 46.1 µM), for inactives: at the top dose activation, most hits filed as activators; 330,000 compounds, 0.02% hits;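 further: potency means the concentration at half of the fitted maximal effect; 0% = DMSO controls and full agonism = EC100 isoproterenol or metaproterenol; nearly all actives have a fitted effect of over 65% in size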
Target sequence (P07550 whole entry, looked up): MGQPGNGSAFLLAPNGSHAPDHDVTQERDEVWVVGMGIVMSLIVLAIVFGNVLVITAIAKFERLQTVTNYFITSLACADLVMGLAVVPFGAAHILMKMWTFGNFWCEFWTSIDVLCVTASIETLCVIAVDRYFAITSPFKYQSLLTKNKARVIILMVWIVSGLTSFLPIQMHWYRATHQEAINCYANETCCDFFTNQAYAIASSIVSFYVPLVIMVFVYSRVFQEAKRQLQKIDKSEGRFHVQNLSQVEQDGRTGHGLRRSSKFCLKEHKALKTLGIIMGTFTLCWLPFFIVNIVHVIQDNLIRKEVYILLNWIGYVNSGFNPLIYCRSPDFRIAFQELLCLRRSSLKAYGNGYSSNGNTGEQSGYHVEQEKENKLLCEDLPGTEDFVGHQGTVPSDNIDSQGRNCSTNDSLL
PKM2 activator = PKM2 (human) enzyme activation; P14618; purified PKM2, Kinase-Glo ATP luminescence, activation; response scale: 0% is enzyme alone, no compound; Potency, µM (doses to about 57.5 µM), for inactives: at the highest dose activation, hits mostly activators; 260,000 compounds, 0.34% hits; AID 1631; further: potency means the concentration at half of the fitted maximal effect; on the % scale 0 is the no-effect control and ±100 the full control effect; nearly all actives have a fitted effect of over 55% in size
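Purified hPK-M2 (>95%) run at intermediate activity with 0.1 mM ADP and 0.5 mM PEP in 50 mM imidazole pH 7.2, KCl, MgCl2; 1 h room temperature. ATP formed read by Kinase-Glo luminescence; normalized to uninhibited and no-enzyme controls.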
KCNH2 3.1 block = blocks the human KCNH2 3.1 channel isoform; U2OS KCNH2 3.1, thallium flux FluxOr; active compounds read low; 340,000 compounds, 0.95% hits; activity change, % (tested at about 1.8 µM); AID 720553;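 active means maximum activity change below -70%; inconclusive means maximum activity change from -70% to -50%; inactive means maximum activity change above -50%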;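 further: thallium influx rate constant from kinetic fluorescence after stimulation buffer; on the % scale 0 is the no-effect control and ±100 the full control effect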
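Normalized rate constant (relative to positive and negative DMSO controls) derived from a 2 min kinetic fluorescence read after stimulation; U2OS cells expressing the 3.1 isoform via virus at 1.77 x 10^8 /mL.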
FBPA coupling cs = coupling enzyme interference in Giardia aldolase counter-screen; coupling enzyme system counterscreen, AmpLite Red fluorescence; activity change, negative = inhibition, % at 58.2 µM, hits read low; 290,000 compounds, 0.67% hits; AID 2472; in the data active means activity change below about -30%; further: on the % scale 0 is the no-effect control and ±100 the full control effect
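Counterscreen lacking aldolase: glyceraldehyde-3-phosphate coupling-enzyme reagent preincubated 10 min at RT with compound (at 57.5 uM final), then substrate/coupling system with AmpLite Red added; fluorescence read at 525/598 nm after 20 min RT.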
Numbers without * were called inactive; ? = inconclusive; nt = no result given; [ ] = dose if it differs, or a comment. Unless noted, the call rests on the fitted dose curve; in most records, active means well fitted curve in the direction sought with a large enough effect; inconclusive means small, poorly fitted or top-dose-only effect, or another doubt; inactive means no such curve, though single readings can be large; an effect the other way counts as inactive or inconclusive.

SMILES	Giardia killer	KCNH2 WT inh	Menin-MLL TR inh	CXXC DNA block	GALK inhibitor	USP2a inh	TRPV1 ag	B2AR arrestin	PKM2 activator	KCNH2 3.1 block	FBPA coupling cs
O=C(OCC(=O)N1CCCC1=O)C1CCN(S(=O)(=O)c2c(Cl)cccc2Cl)CC1	5	-8	nt	-9%	8%	-3%	11	-0.3%	-3%	nt	nt
Nc1sc2c([n+]1CCCS(=O)(=O)[O-])CCCC2	?	-11	-1%	-8%	-3%	2%	-1	0.0%	4%	13	2
CCCCOc1ccccc1C(=O)NCCCCCC(=O)O	-1	-17	-5%	-7%	3%	0%	-5	0.3%	1%	-4	8
COc1ccc(C2NC(=O)N(C)C(C)=C2[N+](=O)[O-])cc1 (stereo not given)	22	-4	9%	-2%	-7%	-1%	-3	0.6%	-4%[11.5 µM]	6	0
Cc1ccccc1S(=O)(=O)Cc1ccc(C(=O)NCCCN2CCCC(C)C2)o1 (stereo not given)	2	16	-9%	-3%	0%	1%	-2	0.1%	nt	6	-3
CN(Cc1ccccc1)C1CC(=O)N(c2ccc(C(=O)O)cc2)C1=O (stereo not given)	3	-7	16%	5%	1%	1%	-1	-0.2%	3%	4	0
COc1ccc(C2C(C(=O)C(C)(C)C)=C(O)C(=O)N2Cc2ccccc2)cc1 (stereo not given)	-9	-5	0%	1%	4%	-2%	1	-1.2%	-3%	-21	15
O=C(CN(C(=O)CCC(=O)Nc1nccs1)c1cccc(F)c1)NCC1CCCO1 (stereo not given)	7	-8	-9%	1%	-1%	-2%	1	0.2%	-3%	3	5
Cc1cc(NC(=O)CN2CCCCCCC2)no1	-11	0	1%	-5%	3%	2%	-2	0.5%	3%	10	-1
CC1(c2nnc(Cc3ccccc3)o2)CC(c2cccc([N+](=O)[O-])c2)=NO1 (stereo not given)	-17	16	nt	nt	nt	4%	-4	-0.1%	nt	-31	nt
C#CCOCCOCCOCCNc1nc(N2CCN(C(=O)[C@H]([C@@H](C)O)n3cc(CCCCN)nn3)CC2)nc(N2CCN(C(=O)[C@H](CCCCN)n3cc(CCC(=O)O)nn3)CC2)n1	-10	-19	nt	nt	nt	0%	-3	0.8%	nt	9	nt
CC(C)(C)OC(=O)N1CCCN(C(=O)Nc2ccccc2)CC1	-9	-1	nt	-14%	1%	0%	26	-0.5%	-3%	-10	-1
COc1cc(C(=O)Nc2cccc(C)c2C)ccc1OCC(=O)N1CCOCC1	3	6	nt	nt	nt	0%	1	0.3%	nt	26	nt
CCOc1ccccc1C(=O)Nc1ccc(S(=O)(=O)Nc2cc(OC)nc(OC)n2)cc1	7	-10	nt	7%	4%	0%	1	-0.5%	3%	-4	nt
Cc1ccc(CNC(=O)COC(=O)c2nc(-c3ccccc3)oc2C)cc1	-7	-1	nt	nt	nt	-1%	-3	-0.5%	nt	7	nt
O=[N+]([O-])c1ccc(Cl)c(S(=O)(=O)NCC2CCCO2)c1 (stereo not given)	2	-2	1%	11%	1%	5%	2	-0.6%	0%	-1	1
Cc1ccccc1Cn1c(C)cc(C)c(C#N)c1=O	-4	-7	-21%	2%	6%	2%	-2	-0.1%	2%	1	1
CC(Sc1nnc(Cc2ccccc2)o1)C(=O)NC1(C#N)CCCCC1 (stereo not given)	1	12	nt	nt	nt	1%	nt	-0.1%	nt	33	nt
CC(NC(=O)Cn1c(=O)oc2cc(S(=O)(=O)N3CCCC3)ccc21)c1ccccc1 (stereo not given)	1	-2	-2%[11.7 µM]	0%	1%	2%	nt	-0.1%	-23%	8	1
Cc1cc(C(F)(F)F)nn1CC(=O)Nc1ccc2c(c1)OCO2	8	-13	nt	-1%	-2%	0%	12	0.0%	4%	-8	nt
COCC(=O)Nc1ccc(N2CCN(c3ccccc3)CC2)c(F)c1	7	15	-2%	12%	nt	1%	-13	-0.3%	nt	6	1
CC(=O)N1c2ccc(S(=O)(=O)NCCC(=O)Nc3ccc(C)cn3)cc2CC1C (stereo not given)	-21	5	3%	2%	1%	-1%	-2	0.2%	3%[0.46 µM]	-8	3
O=C(Nc1ccc(Cl)cc1)OCc1ccccn1	3	-2	0%	-1%	1%	1%	?	0.1%	-4%	-4	0
COc1ccc(C(=O)Nc2cnc3sc(C)nn3c2=O)cc1	1	5	-15%	-5%	5%	0%	2	-0.2%	-8%	-1	0
S=c1[nH]nc(-c2ccncc2)n1Cc1ccccc1	2	-19	-18%	5%	4%	-1%	-1	0.2%	-13%	0	6

Continued:
SMILES	Giardia killer	KCNH2 WT inh	Menin-MLL TR inh	CXXC DNA block	GALK inhibitor	USP2a inh	TRPV1 ag	B2AR arrestin	PKM2 activator	KCNH2 3.1 block	FBPA coupling cs
CNC(=S)N(Cc1cc2cc(C)ccc2n2nnnc12)CC(C)(C)CN(C)C	16	-2	1%	-2%	5%	0%	2	-0.4%	1%	-2	3
CC(C)NC(=O)C1CCN(S(=O)(=O)c2ccc(N3CCCC3=O)cc2)CC1	-9	-7	nt	-1%	-1%	0%	3	0.4%	nt	4	nt
O=C(/C=C/c1ccco1)Nc1ccccc1N1CCOCC1	5	25	-7%	0%	2%	0%	2	-0.4%	4%	nt	0
O=C(NCCOc1ccccc1)C1CCC(=O)N(C2CCCCCC2)C1 (stereo not given)	2	-6	-10%	4%	-7%	-2%	6	-0.9%	0%	nt	2
Fc1ccc(Cn2nnnc2C(c2cccs2)N2CCCCCC2)cc1 (stereo not given)	-1	-15	19%	3%	-1%	2%	2	-0.4%	13%	?	2
S=C(Nc1ccc2nsnc2c1)N1CCCCCC1	-20	-8	1%	-1%	2%	1%	15	0.4%	-13%	-11	9
CC(CN1CCCCC1)C(=O)NNC(=O)C12CC3CC(CC(C3)C1)C2 (stereo not given)	12	-2	-3%	6%	1%	7%	2	0.2%	3%	10	2
O=C(O)C1C2C=CC(C2)C1C(=O)NCc1ccc2c(c1)OCO2 (stereo not given)	16	-10	13%	-5%	-2%	0%	1	-0.2%	-3%	2	6
O=C(O)C1CC=CCC1C(=O)Nc1ccc2c(c1)OCCO2 (stereo not given)	4	-10	9%	4%	1%	1%	0	-0.4%	-2%	28	0
COc1nc(NCCC2=CCCCC2)nc(OC)n1	-7	9	-20%	-6%	-1%	2%	24	0.4%	2%	10	-3
Cc1cc(N2C(=O)C3C4C=CC(C4)C3C2=O)ccc1NC(=O)c1cccs1 (stereo not given)	-7	15	4%	-1%	0%	2%	-9	0.0%	10%	13	5
O=C(CCCOc1ccc(Cl)cc1)N1CCCCCC1	-6	-7	?	5%	0%	-1%	?	0.0%	8%	-15	-2
NC1=NC(=Nc2ccccc2)c2ccccc21	2	2	-10%	5%	-3%	0%	1	-0.6%	-5%	6	-1
Cc1cc(C)nc(SC/C=C/c2ccccc2)n1	-8	3	15%	2%	4%	0%	-7	0.5%	1%	10	-2
COc1ccc(CCNCC(=O)Nc2ccc(C(=O)N3CCCCC3)cc2)cc1	-2	22	?	-10%	-1%	1%	7	-0.2%	3%	22	1
Cn1ccnc1SCC(=O)Nc1sccc1C#N	-14	2	?	-2%	-2%	2%	-5	0.0%	2%	4	4
CCCn1c(SCC(=O)Nc2nccs2)nnc1-c1cccnc1	7	-8	6%	2%	8%	-1%	0	-0.3%	-4%	2	2
O=C(NC1CCS(=O)(=O)C1)c1ccc(-c2ccc(Br)cc2)o1 (stereo not given)	8	3	1%	8%	1%	0%	0	0.5%	-1%	-25	5
O=C(C[n+]1cc(-c2ccccc2)n2c1CCCCC2)c1ccc(Br)cc1	-7	2	?	-10%	2%	1%	0	-0.2%	5%	-1	3
Cc1c(Cc2ccccc2)c(NCCCO)n2c(nc3ccccc32)c1C#N	-27	2	nt	36%	0%	5%	16	-0.1%	6%	-12	1
CCCc1c(C(=O)O)cnn1-c1ccc(Cl)cc1	-23	-2	nt	-5%	-3%	-3%	-1	-0.2%	-1%	35	-4
CSc1ccccc1C(=O)Nc1nc2ccccc2c(=O)[nH]1	26	5	9%	10%	-3%	-1%	?	0.1%	4%	-8	-1
Cc1sc2nc(CN3CCCCC3)nc(Nc3ccc4c(c3)OCCO4)c2c1C	13	-12	-15%	-1%	1%	3%	?	-1.0%	-8%	6	-2
COc1ccc(CCNC(=O)/C=C/c2ccc(OC)c(S(=O)(=O)N3CCOCC3)c2)cc1	-5	-9	nt	0%	-1%	10%	0	-0.3%	-4%	3	0
COC(=O)c1c(/N=C/N(C)C)sc2c1CCN(c1ncc(C(F)(F)F)cc1Cl)C2	10	10	-17%	7%	0%	3%	-1	?	2%	1	0

A portion of the library, so the mix of outcomes need not match the whole.
